Screens deposited in PubChem BioAssay by The Scripps Research Institute Molecular Screening Center.
CHO-K1 Ca ag = nonselective activator or artifact in parental CHO-K1 cells. 0.48% of 360,000 active. AID 602248. Fluo-8 calcium fluorescence; scaled to maximal ATP response, vehicle zero. activation, % at 3 µM; in the data active = activation above about 15%;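 note: untransfected CHO-K1 host cells lacking M1 receptor as counterscreen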
CHRM5 antagonist = antagonists of human muscarinic M5 receptor (CHRM5). P08912. CHO-hM5 cells, Fluo-8 calcium fluorescence, ACh EC80. inhibition, % at 3 µM. 0.59% of 360,000 active;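 active = inhibition above a per-plate cutoff, the mean of that plate's test compounds plus 3 SD, cut at about 27% in these data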;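 note: 0% = acetylcholine EC80 with DMSO and 100% = DMSO without agonist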
CHO-K1 Ca PAM = nonselective activator or artifact in parental CHO-K1 calcium assay. ATP EC20, Fluo-8 calcium fluorescence; 0% at ATP EC20, 100% at ATP max. activation, % at 3 µM. 0.02% of 360,000 active. AID 602247;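 active = activation above the run cutoff, the mean activation of all test compounds plus 3 SD, cut at about 40% in these data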;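 note: peak over basal fluorescence ratio in a 140 s read after ATP addition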
M4 PAM = CHRM4 positive allosteric modulation | CHO-K1 hM4/Gqi5, Fluo-8 calcium fluorescence, ACh EC20; 0% = ACh EC20, 100% = maximal ACh | activation, % at 3 µM | 0.4% of 360,000 active;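 active = activation above its plate's cutoff, the mean activation of sample wells plus 3 SD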; note: some results filed as inactive read as strong as hits
Target sequence (P08173 whole entry, looked up): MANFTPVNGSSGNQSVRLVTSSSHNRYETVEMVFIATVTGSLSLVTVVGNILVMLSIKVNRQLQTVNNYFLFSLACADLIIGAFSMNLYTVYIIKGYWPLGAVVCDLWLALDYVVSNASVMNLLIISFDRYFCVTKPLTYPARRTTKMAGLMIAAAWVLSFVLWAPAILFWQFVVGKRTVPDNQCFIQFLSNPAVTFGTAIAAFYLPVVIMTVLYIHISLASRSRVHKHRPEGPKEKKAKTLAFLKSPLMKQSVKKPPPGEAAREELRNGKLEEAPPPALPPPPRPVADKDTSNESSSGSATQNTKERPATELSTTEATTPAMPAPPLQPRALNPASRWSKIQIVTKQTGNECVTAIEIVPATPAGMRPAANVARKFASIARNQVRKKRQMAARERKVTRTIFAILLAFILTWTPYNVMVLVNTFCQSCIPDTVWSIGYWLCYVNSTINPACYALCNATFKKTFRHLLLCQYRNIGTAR
CHRM4 antagonist = antagonists of human muscarinic M4 receptor (CHRM4); P08173; CHO-hM4 cells, ACh EC80, Fluo-8 calcium fluorescence; inhibition, % at 3 µM; 0.73% of 360,000 active; AID 624125;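 active = inhibition above its plate's cutoff, the mean inhibition of sample wells plus 3 SD, cut at about 27% in these data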;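 note: 0% = acetylcholine EC80 with DMSO and 100% = DMSO without agonist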
M4 ag = agonists of human muscarinic M4 receptor (CHRM4). CHO-K1 hM4/Gqi5, Fluo-8 calcium fluorescence; vehicle 0%, full acetylcholine response 100%. activation, % at 3 µM. 0.14% of 360,000 active;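 active = activation above the run mean over all test wells plus 3 SD, cut at about 32% in these data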;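 note: peak over basal fluorescence ratio per well then scaled between controls; 0% = DMSO wells and 100% = acetylcholine at EC100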
M5 ag = CHRM5 agonism in calcium assay; CHO-K1 hM5 cells, Fluo-8 calcium fluorescence; 0% DMSO wells, 100% maximal acetylcholine response; P08912; 0.19% of 360,000 active; activation, % at 3 µM;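 active = activation above the run's mean over test compounds plus 3 SD, cut at about 23% in these data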;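 note: signal is peak over basal fluorescence ratio across the kinetic read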
CHRM5 PAM = CHRM5 positive allosteric modulation | 0.3% of 360,000 active | P08912 | activation, % at 3 µM | CHO-K1 hM5, Fluo-8 calcium, ACh EC20 PAM; 0% = ACh EC20, 100% = ACh EC100 | AID 624038;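 active = activation above the run cutoff, the mean activation of all test compounds plus 3 SD, cut at about 18% in these data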
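Measured by: Fluo-8 calcium fluorescence; material: human M5 receptor in CHO-K1 cells; schedule: Post-acetylcholine fluorescence recording 140 s; benchmarks: low control EC20 acetylcholine (0%), high control EC100 acetylcholine (100%); read-out: Max/basal fluorescence ratio as % of EC20–EC100 ACh window; compound: single dose, 3 µM nominal final test concentration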
CHO-K1 Ca antag = M1 antagonist counterscreen hit in parental CHO-K1 cells | 0.6% of 360,000 active | ATP-induced calcium, Fluo-8 fluorescence | inhibition, % at 3 µM | AID 602250;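 active = inhibition above a per-plate cutoff, the plate's mean sample inhibition plus 3 SD, cut at about 24% in these data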;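 note: 0% = DMSO plus EC80 ATP and 100% = DMSO alone without ATP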
Active calls of the source: *.

Abbreviations – A = CHO-K1 Ca ag; B = CHRM5 antagonist; C = CHO-K1 Ca PAM; D = M4 PAM; E = CHRM4 antagonist; F = M4 ag; G = M5 ag; H = CHRM5 PAM; I = CHO-K1 Ca antag
mol: Cc1ccc(C(=O)NC(=S)NNC(=O)COc2ccccc2C)cc1
  A = 0.0 | B = 11 | C = -12 | D = -9 | E = 1 | F = 1 | G = 1 | H = -6 | I = -4

mol: Nc1cccc2c1C(=O)N(CCOc1ccc(F)cc1)C2=O
  A = 0.9 | B = 6 | C = -5 | D = -11 | E = 10 | F = 3 | G = -2 | H = 1 | I = -7

mol: O=C(N[C@@H]1CCC(=O)N(CC[C@H](Oc2ccccc2)c2ccccc2)CC1)OCc1ccccc1
  A = -0.3 | B = 2 | C = 10 | D = -4 | E = 5 | F = 3 | G = 0 | H = -13 | I = -9

mol: CC1Cc2ccccc2N1C(=O)c1ccc2nccnc2c1 (centres undefined)
  A = 0.6 | B = -9 | C = -4 | D = 0 | E = -5 | F = 2 | G = -4 | H = -1 | I = 5

mol: CCCCCOC(=O)c1cc(=O)[nH]c2ccccc12
  A = -0.5 | B = -7 | C = 23 | D = 6 | E = -11 | F = -1 | G = -4 | H = 3 | I = -9

mol: O=C(NCc1ccco1)C(=O)NCC1OCCN1S(=O)(=O)c1ccc(Cl)cc1 (centres undefined)
  A = 2.8 | B = 0 | C = 6 | D = -2 | E = -4 | F = 2 | G = 2 | H = -2 | I = 3

mol: O=C(CCC(=O)N(CC(=O)NC1CCCC1)Cc1cccs1)Nc1nccs1
  A = -0.1 | B = -10 | C = 6 | D = 1 | E = -7 | F = 2 | G = 8 | H = 9 | I = -3

mol: C[C@@H]1CN([C@@H](C)CO)C(=O)c2cc(NC(=O)C3CC3)ccc2O[C@@H]1CN(C)C(=O)NC1CCCCC1
  A = 0.3 | B = 2 | C = -1 | D = 6 | E = -2 | F = 2 | G = 5 | H = 2 | I = -3

mol: COc1cc2c(-c3ccc(O)cc3)nc3c(c(C)nn3-c3ccccc3)c2cc1OC
  A = 0.4 | B = 5 | C = 5 | D = 13 | E = -12 | F = 3 | G = 2 | H = -4 | I = -10

mol: CCc1ccccc1NC(=O)CN1CCN(C(=O)c2cc(C3CC3)nn2-c2ccccc2)CC1
  A = 1.1 | B = 3 | C = 10 | D = 3 | E = -18 | F = 3 | G = -1 | H = -1 | I = -11

mol: O=[N+]([O-])c1ncn(Cc2ccccc2Cl)n1
  A = 0.2 | B = 2 | C = 12 | D = -4 | E = 5 | F = 0 | G = -1 | H = -1 | I = -3

mol: CN(CC1COc2ccccc2O1)C(=O)c1cccc(S(=O)(=O)N2CCCC2)c1 (centres undefined)
  A = 2.0 | B = 1 | C = 15 | D = 14 | E = -13 | F = 1 | G = 1 | H = 4 | I = -10

mol: c1ccn2cc(-c3ccc4c(c3)OCO4)cc2c1
  A = 0.7 | B = 10 | C = 15 | D = 0 | E = -2 | F = 0 | G = -1 | H = 5 | I = -15

mol: CC(=O)Nc1cncc(-c2cccc(N(C)C)c2)n1
  A = 0.5 | B = -8 | C = 2 | D = 5 | E = -27 | F = 2 | G = -1 | H = 0 | I = -10

mol: CN(C)S(=O)(=O)c1cccc(-c2nnc(SCCNCCO)n2-c2ccc(F)cc2)c1
  A = 1.5 | B = 0 | C = 14 | D = 4 | E = -19 | F = 1 | G = -5 | H = 2 | I = -16

mol: Nc1ncnc2c1ncn2[C@@H]1O[C@H](CNC(=O)[C@@H]2C[C@H](F)CN2)[C@@H](O)[C@H]1O
  A = 0.2 | B = 7 | C = 13 | D = 2 | E = -11 | F = 0 | G = 0 | H = -5 | I = -4

mol: Cc1cccc(NC(=O)COc2ccc(Br)cc2C)n1
  A = -0.2 | B = 6 | C = -8 | D = -5 | E = 1 | F = 0 | G = -3 | H = -5 | I = 8

mol: CCOC(=O)c1c(NC(=O)COC(=O)c2cccc([N+](=O)[O-])c2)sc(C(=O)N(C)C)c1C
  A = 6.8 | B = -1 | C = -2 | D = -2 | E = -9 | F = 5 | G = 0 | H = -1 | I = 7

mol: CCCNC(=O)C1(C)CCCN(Cc2c(C)nn(-c3ccccc3)c2C)C1 (centres undefined)
  A = 0.2 | B = 3 | C = 3 | D = 6 | E = -2 | F = 0 | G = 0 | H = -2 | I = -13

mol: CCc1nnc2c(N(C)C)nc3ccccc3n12
  A = 0.6 | B = 14 | C = 8 | D = 8 | E = -6 | F = 1 | G = -3 | H = -6 | I = 16

mol: NC(=O)c1c(NC(=O)c2ccccc2C(=O)O)sc2c1CCCC2
  A = 1.0 | B = 3 | C = 9 | D = -6 | E = 6 | F = 0 | G = 5 | H = 1 | I = 3

mol: CCOC(=O)N1CCN(CC(=O)Nc2nc3ccccc3s2)CC1
  A = 4.8 | B = -3 | C = 15 | D = 1 | E = -4 | F = 3 | G = 4 | H = 4 | I = -6

mol: COc1cccc(Nc2nc(-c3sc(NC(=O)c4ccccc4)nc3C)cs2)c1
  A = 0.1 | B = -4 | C = 26 | D = 3 | E = -11 | F = 1 | G = 6 | H = 0 | I = -15

mol: O=C(c1ccco1)N1CCN(C(=O)c2cccc3c2C(=O)N(C2CCCCC2)C3)CC1
  A = 0.1 | B = 1 | C = 25 | D = -1 | E = 6 | F = 0 | G = 0 | H = 4 | I = -2

mol: Cc1ccc(CN2CCNC(=O)C2CC(=O)N(C)CCc2ccccc2)cc1 (centres undefined)
  A = 6.2 | B = 13 | C = 5 | D = -17 | E = -4 | F = 22 | G = 2 | H = -18 | I = -5

mol: CC1CC(C)CN(c2nc(NCc3ccco3)nc(N)c2[N+](=O)[O-])C1 (centres undefined)
  A = 2.8 | B = 2 | C = 16 | D = 8 | E = 4 | F = 0 | G = -6 | H = 0 | I = -4

mol: Cc1ccc(NC2c3ccccc3C(=O)N2c2cccnc2)cc1 (centres undefined)
  A = -0.1 | B = 3 | C = 13 | D = 6 | E = 6 | F = 1 | G = 1 | H = 0 | I = -11

mol: CN(Cc1ccccn1)C(=O)CC1C(=O)NCCN1Cc1ccc(F)cc1Cl (centres undefined)
  A = 0.7 | B = 14 | C = 18 | D = 0 | E = 7 | F = 1 | G = -2 | H = -6 | I = -15

Laid out differently: entries from further up.
Value order – CHO-K1 Ca ag | CHRM5 antagonist | CHO-K1 Ca PAM | M4 PAM | CHRM4 antagonist | M4 ag | M5 ag | CHRM5 PAM | CHO-K1 Ca antag
- CCCNC(=O)C1(C)CCCN(Cc2c(C)nn(-c3ccccc3)c2C)C1 (centres undefined)
→ 0.2 | 3 | 3 | 6 | -2 | 0 | 0 | -2 | -13
- CCc1nnc2c(N(C)C)nc3ccccc3n12
→ 0.6 | 14 | 8 | 8 | -6 | 1 | -3 | -6 | 16
- NC(=O)c1c(NC(=O)c2ccccc2C(=O)O)sc2c1CCCC2
→ 1.0 | 3 | 9 | -6 | 6 | 0 | 5 | 1 | 3
- CCOC(=O)N1CCN(CC(=O)Nc2nc3ccccc3s2)CC1
→ 4.8 | -3 | 15 | 1 | -4 | 3 | 4 | 4 | -6
- COc1cccc(Nc2nc(-c3sc(NC(=O)c4ccccc4)nc3C)cs2)c1
→ 0.1 | -4 | 26 | 3 | -11 | 1 | 6 | 0 | -15
- O=C(c1ccco1)N1CCN(C(=O)c2cccc3c2C(=O)N(C2CCCCC2)C3)CC1
→ 0.1 | 1 | 25 | -1 | 6 | 0 | 0 | 4 | -2
- Cc1ccc(CN2CCNC(=O)C2CC(=O)N(C)CCc2ccccc2)cc1 (centres undefined)
→ 6.2 | 13 | 5 | -17 | -4 | 22 | 2 | -18 | -5
- CC1CC(C)CN(c2nc(NCc3ccco3)nc(N)c2[N+](=O)[O-])C1 (centres undefined)
→ 2.8 | 2 | 16 | 8 | 4 | 0 | -6 | 0 | -4
- Cc1ccc(NC2c3ccccc3C(=O)N2c2cccnc2)cc1 (centres undefined)
→ -0.1 | 3 | 13 | 6 | 6 | 1 | 1 | 0 | -11
- CN(Cc1ccccn1)C(=O)CC1C(=O)NCCN1Cc1ccc(F)cc1Cl (centres undefined)
→ 0.7 | 14 | 18 | 0 | 7 | 1 | -2 | -6 | -15
